High-throughput results from PubChem.
SARS 3CLpro inh: SARS-CoV 3CLpro protease inhibition. recombinant SARS-CoV 3CLpro, quenched FRET peptide cleavage. P0C6X7. actives 0.14% (n = 290,000). inhibition, % at 6 µM; in the data active = inhibition above about 12%
PriA SSB inh: K. pneumoniae PriA-SSBct interaction inhibition; inhibition, % at 33 µM; AlphaScreen SSBct-PriA binding, biotinylated peptide; actives 0.6% (n = 430,000); in the data active = inhibition mostly above about 37%, no sharp cut-off; inactive = mostly below about 20%;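 note: plate controls were negative control peptide for no effect and reference peptide for full effect; strong numbers were not always called active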
Vc quorum ag: quorum light induction in luxS cqsA deficient V. cholerae; V. cholerae BH1578 lux reporter, luminescence, 6 h; activation, % at 18.7 µM; actives 0.16% (n = 350,000); AID 588436; in the data active = activation mostly above about 9.7%, no sharp cut-off; inconclusive = no clear call, values can overlap the other calls; inactive = mostly below about 3.7%; note: not every result past the cut was called active; inactives centre near 0; reference of the scale not given here
CCHF vOTU inh: blocks the CCHF virus ovarian tumor domain protease | CCHFV vOTU protease, Pep-AMC fluorescence | inhibition, % at 11.5 µM | actives 0.55% (n = 370,000) | AID 651958; in the data active = inhibition above about 30%; note: 0% = vehicle wells with enzyme and 100% = no enzyme wells
BoNT-A LC inh2: blocks Botulinum neurotoxin A light chain protease; multiplex microsphere protease substrate cleavage, flow cytometry; inhibition, % at 10 µM; actives 0.17% (n = 360,000); note: plate controls were buffer without enzyme for full effect and enzyme alone for no effect
Anthrax LF prot: anthrax lethal factor protease inhibition; multiplex microsphere protease cleavage assay, LF; inhibition, % at 10 µM; actives 0.12% (n = 360,000); note: plate controls were buffer without enzyme for full effect and enzyme alone for no effect
TcdB GH inh: TcdB glycohydrolase inhibition | TcdB glycohydrolase enzymatic assay, plate reader | actives 0.24% (n = 350,000) | inhibition, % at 9.99 µM | P18177; in the data active = inhibition above about 10%
Y pestis TopoI: blocks Yersinia pestis topoisomerase I activity | Y. pestis Topo-I cleavage product accumulation, plate reader | activity, % at 10 µM | actives 0.064% (n = 360,000) | AID 504884; in the data active = activity above about 50%, passing the limit was not always enough; inconclusive = no clear call, values can overlap the other calls; note: inactives centre near 2
PfHsp40 rescue: rescue of PfHsp40-mediated yeast toxicity; S. cerevisiae expressing PfHsp40, growth rescue, ATP luminescence; growth rescue, % at 12.5 µM; actives 0.68% (n = 340,000); in the data active = growth rescue above about 28%, passing the limit was not always enough; inconclusive = no clear call, values can overlap the other calls;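 note: yeast W303a lacking pdr1 and pdr3 grown in galactose medium; growth measured after three days at 30 °C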
VHR inh abs: blocks human VHR1 dual specificity phosphatase. P51452. recombinant VHR phosphatase, pNPP absorbance. inhibition, % at 13.3 µM. actives 0.52% (n = 290,000). AID 1654; in the data active = inhibition above about 50%; note: some compounds called inactive have numbers as strong as hits
Active calls of the source: *; i = inactive; ? = inconclusive; . = no result given; & = joins results of further samples. Cut-off read from the data, not from the text of the source, unless noted: active = inhibition above about 30%; inconclusive = no clear call, values can overlap the other calls; inactive = below that.

SMILES | SARS 3CLpro inh | PriA SSB inh | Vc quorum ag | CCHF vOTU inh | BoNT-A LC inh2 | Anthrax LF prot | TcdB GH inh | Y pestis TopoI | PfHsp40 rescue | VHR inh abs
Cc1cc(=O)oc2cc(OCc3ccc(C(=O)OCC(=O)Nc4ccc(N(C)C)cc4)cc3)ccc12 | -1 | -12 | i | -1 | 0.3 | -2 | -4.3 | 9 | -3.8 | 24
CC1CC(C)CN(C(=S)Nc2ccc3nc4n(c(=O)c3c2)CCCCC4)C1 (stereo unspecified) | 2 | 4 | -0.3 | -17 | -0.4 | 1 | 2.1 | 7 | -1.8 | 5
CCOC(=O)C1(C)CCCCCN1C(=O)c1ccc(SC(F)(F)F)cc1 (stereo unspecified) | . | . | i | 9 | -0.5 | 0 | 1.2 | 3 | . | .
O=C(CN1C(=O)NC2(CCCC2)C1=O)Nc1ccccc1N1CCCCC1 | . | 3 | i | -7 | . | . | -1.1 | 9 | -1.3 | .
CC(=O)c1ccsc1-c1c(C)cc2oc(=O)cc(-c3ccccc3)c2c1C | . | -17 | -0.7 | 4 | -0.3 | -5 | -4.2 | 36 | 2.1 | .
CCOC(=O)c1c(C)[nH]c(C(=O)COC(=O)c2cc(C)oc2C)c1C | . | -19 | 2.7 | 2 | 5.2 | -1 | 0.8 | 16 | -1.5 | .
Cc1onc(-c2ccc(Cl)cc2Cl)c1-c1csc(COc2ccccc2)n1 | 0 | -3 | i | -6 | ? | -22 | 1.3 | -1 | 2.3 | 37
O=S(=O)(Nc1ccc(S(=O)(=O)N2CCOCC2)cc1)c1ccc(Br)cc1 | 2 | -18&-22 | 2.2 | 15 | -0.5 | 2 | -0.7 | -4 | 0.0 | -15
COCCNC(=O)C1(C)CCCN(Cc2ccc(OCc3ccccc3)cc2)C1 (stereo unspecified) | . | . | -1.2 | -5 | -0.2 | 1 | 5.4 | 10 | . | .
CC12CN3CCN(CC(C3)/C1=N/NC(N)=O)C2 | -1 | . | -0.3 | -1 | -0.1 | 0 | 0.6 | -6 | 0.3 | 1
COC(=O)c1ccccc1NC(=O)CN1CCC(NC(=O)c2ccccc2C)CC1 | 0 | -13 | 2.1 | 2 | 0.3 | 1 | . | 18 | 0.6 | 19
N#Cc1ccc(COC(=O)c2ccc3c(=O)[nH]c(CN4CCOCC4)nc3c2)cc1 | -1 | -35 | -5.3 | 0 | -0.3 | 0 | . | -17 | 0.7 | 40
CCOC(=O)C1(Cc2cccc(OC)c2)CCCN(CCO)C1 (stereo unspecified) | -1 | -10 | -0.3 | -13 | -0.8 | -4 | 1.3 | 4 | -0.8 | 9
CC(=O)NCC(=O)OCC(=O)c1ccc2ccccc2c1 | 3 | -10 | -1.9 | -13 | -0.8 | 2 | . | -8 | -1.8 | -2
CCN(CC)S(=O)(=O)c1ccc2[nH]cc(C(=O)NCCN3CCCCC3C)c(=O)c2c1 (stereo unspecified) | -6 | -6 | -8.4 | -18 | -2.2 | -4 | . | 2 | -1.0 | 25
N#Cc1c(-c2ccco2)cc(C2CC2)nc1SCC(=O)c1ccccc1 | 2 | 1 | i | 1 | 1.2 | -2 | . | 6 | 1.6 | 14
Cc1cc(=O)[nH]c(SCc2nc3ncccn3c2Br)n1 | 4 | -26&-19 | 2.7 | -36 | -2.2 | -1 | . | 2 | -0.1 | 17
Cc1c(O)c(CN2CCCCC2)cc2c1oc(=O)c1ccccc12 | -3 | -12 | -0.9 | -11 | 1.2 | 1 | . | -1 | -0.5 | 30
C[C@@H](O)[C@H]1O[C@]2(C)CCC[C@H]1O2 | . | -10 | i | 0 | -0.1 | 1 | 7.3 | 3 | 0.2 | .
CCOC(=O)N1CCN(C(=O)C2CCN(c3ncnc4c3sc3cccc(F)c34)CC2)CC1 | 0 | -21 | i | 12 | 0.7 | -9 | . | 6 | -1.0 | 6
Cn1nnnc1SCC(=O)NNC(=O)c1ccc(Cl)cc1 | -2 | 5 | -2.3 | -6 | 0.1 | 1 | 0.7 | 3 | 0.8 | 21
O=C1c2ccccc2C(=O)C12OC(c1ccccc1)C1(C(=O)c3ccccc3C1=O)C2c1ccc([N+](=O)[O-])cc1 (stereo unspecified) | 5 | 0 | i | 22 | -0.8 | -12 | . | 7 | 0.5 | .
Cc1ccn2cc(CCNS(=O)(=O)c3ccc4ccccc4c3)nc2c1 | -9 | 6 | 2.2 | -8 | -1.3 | -1 | 0.4 | 11 | 9.0 | 10
O=S(=O)(Nc1ccc(-c2cn3c(n2)SCC3)cc1)c1ccccc1F | 0 | -2 | i | 16 | . | . | 1.3 | 8 | -0.3 | 7
CC(=O)Nc1ccc(S(=O)(=O)N(C)CC(=O)OC2CCCCC2=O)cc1 (stereo unspecified) | . | 2 | -1.3 | -2 | 0.4 | -6 | 1.1 | 3 | -1.2 | .
COc1ccccc1C(=O)N1CCN(C(=O)c2oc3c(C)c(C)ccc3c2C)CC1 | . | . | i | -8 | -0.2 | -4 | -0.6 | 22 | . | .
CC1Cc2ccccc2N1C(=O)CN(C)CC(=O)Nc1ccc(OC(F)(F)F)cc1 (stereo unspecified) | . | -9 | -0.6 | 28 | -0.8 | -3 | 1.5 | 5 | 1.3 | .
S=C(Nc1ccc(Cl)cc1Cl)NC1CCCCC1 | 1 | -25 | i | 11 | -0.3 | 0 | . | 2 | 0.0 | -5
CCCNC(=O)C1(C)CCN(C(=O)c2ccccc2OC)C1 (stereo unspecified) | . | . | i | 6 | -0.5 | -4 | 0.1 | 13 | . | .
C=CCn1c(SCC(=O)Nc2cc(NC(C)=O)ccc2OC)nnc1-c1cccnc1 | -2 | -6 | 0.3 | 5 | 1.2 | 6 | -1.8 | 1 | 0.8 | -4
O=[N+]([O-])c1ccccc1S(=O)(=O)Nc1ncccn1 | -6 | 3 | i | 8 | -2.1 | 0 | 2.2 | 5 | 1.1 | .
O=C(NCc1cccs1)c1cccc2c(-c3ccc(F)c(F)c3)coc12 | . | . | 1.3 | 10 | -0.1 | 0 | 0.3 | 6 | . | .
Cc1ccc(C)c(S(=O)(=O)N2CCN(C(=O)c3ccncc3)CC2)c1 | . | -10 | i | 4 | 2.1 | 0 | 3.5 | 9 | 0.6 | .
CCCCC[n+]1ccn(C2=C([O-])c3ccccc3C(=O)/C2=N\S(=O)(=O)c2ccccc2)c1 | 5 | . | i | 16 | -0.3 | -2 | . | 10 | -1.5 | 3
COC(=O)c1ccccc1-c1c2ccc(=N)cc-2oc2cc(N)ccc12 | . | 33 | i | 3 | 9.3 | 61* | -0.5 | -14 | -0.9 | .
Cc1ccc(-c2nnc(SCc3nc(N)nc(Nc4ccccc4C)n3)n2N)cc1 | 7 | -5 | i | 1 | 0.6 | -1 | . | 7 | 0.1 | 19
O=[N+]([O-])c1ccc(N(c2ccccc2)c2ccccc2)cc1 | -4 | -20 | -1.0 | 20 | 58* | 47* | . | 5 | 5.9 | 4
NS(=O)(=O)c1ccc(NC(=S)N2CCN(c3ccc(Cl)c(Cl)c3)CC2)cc1 | 4 | 0 | -0.7 | 1 | -1.4 | 1 | . | -6 | -0.2 | 5
Cc1cc(C)n(CC(=O)NNC(=O)c2ccc(OC(F)(F)F)cc2)n1 | . | 3 | i | 8 | 0.4 | 3 | 0.1 | -3 | -0.8 | .
Cc1cc(C)cc(OCC(=O)Nc2ccc(N3CCN(C(=O)c4ccco4)CC3)cc2)c1 | -3 | 3 | i | 13 | 0.1 | -6 | -0.6 | 4 | 2.3 | 7
Cn1c(=O)c(S(=O)C2CCCCC2)c(O)c2ccccc21 (stereo unspecified) | . | -10 | -0.6 | -6 | -0.9 | -5 | 0.1 | -5 | 2.1 | .
CC1CCCC(C)N1c1nnc(NC(=O)c2cc(-c3ccc(Br)cc3)on2)s1 (stereo unspecified) | -5 | 3 | -0.2 | 4 | -0.5 | -3 | 1.5 | 4 | 1.2 | 29
CCOC(Cn1c(-c2ccc(OC)cc2)nc2ccccc21)OCC | 2 | -9&-14 | -3.4 | 9 | -0.1 | 1 | . | 23 | -1.7 | -9
Cc1cc(C)n(CC2CC(=O)N(c3ccc(Cl)cc3)C2=O)n1 (stereo unspecified) | -2 | -13 | -0.5 | 7 | 1.1 | -1 | 0.7 | 1 | 0.8 | 32
Nc1cc(C(=O)OCC(=O)N2CCCC2=O)ccc1Cl | . | -5 | -1.8 | -7 | -2.7 | -3 | 0.9 | -5 | -0.4 | .
O=C(O)c1ccc(N/N=C2/CCCc3ccccc32)cc1 | 5 | . | i | 25 | 0.5 | -5 | -8.6 | 2 | 2.3 | 14
O=C(CN(Cc1ccc(Cl)cc1)C(=O)c1csnn1)NCc1ccccc1 | 5 | 6 | 4.0 | 1 | 0.2 | -15 | -0.7 | -2 | 1.0 | 17
COc1ccccc1N1CCN(C(=O)c2ccc(Cl)c(S(=O)(=O)N3CCCC3)c2)CC1 | 7 | -9 | i | 7 | 0.7 | -2 | 0.9 | 13 | 0.6 | -8

9 compounds out of the list, sorted by molecular weight, low to high:
SMILES | SARS 3CLpro inh | PriA SSB inh | Vc quorum ag | CCHF vOTU inh | BoNT-A LC inh2 | Anthrax LF prot | TcdB GH inh | Y pestis TopoI | PfHsp40 rescue | VHR inh abs
O=[N+]([O-])c1ccc(N(c2ccccc2)c2ccccc2)cc1 | -4 | -20 | -1.0 | 20 | 58* | 47* | . | 5 | 5.9 | 4
Nc1cc(C(=O)OCC(=O)N2CCCC2=O)ccc1Cl | . | -5 | -1.8 | -7 | -2.7 | -3 | 0.9 | -5 | -0.4 | .
Cn1c(=O)c(S(=O)C2CCCCC2)c(O)c2ccccc21 (stereo unspecified) | . | -10 | -0.6 | -6 | -0.9 | -5 | 0.1 | -5 | 2.1 | .
Cc1cc(C)n(CC2CC(=O)N(c3ccc(Cl)cc3)C2=O)n1 (stereo unspecified) | -2 | -13 | -0.5 | 7 | 1.1 | -1 | 0.7 | 1 | 0.8 | 32
CCOC(Cn1c(-c2ccc(OC)cc2)nc2ccccc21)OCC | 2 | -9&-14 | -3.4 | 9 | -0.1 | 1 | . | 23 | -1.7 | -9
Cc1cc(C)n(CC(=O)NNC(=O)c2ccc(OC(F)(F)F)cc2)n1 | . | 3 | i | 8 | 0.4 | 3 | 0.1 | -3 | -0.8 | .
O=C(CN(Cc1ccc(Cl)cc1)C(=O)c1csnn1)NCc1ccccc1 | 5 | 6 | 4.0 | 1 | 0.2 | -15 | -0.7 | -2 | 1.0 | 17
Cc1cc(C)cc(OCC(=O)Nc2ccc(N3CCN(C(=O)c4ccco4)CC3)cc2)c1 | -3 | 3 | i | 13 | 0.1 | -6 | -0.6 | 4 | 2.3 | 7
CC1CCCC(C)N1c1nnc(NC(=O)c2cc(-c3ccc(Br)cc3)on2)s1 (stereo unspecified) | -5 | 3 | -0.2 | 4 | -0.5 | -3 | 1.5 | 4 | 1.2 | 29

(more compounds)
SMILES | SARS 3CLpro inh | PriA SSB inh | Vc quorum ag | CCHF vOTU inh | BoNT-A LC inh2 | Anthrax LF prot | TcdB GH inh | Y pestis TopoI | PfHsp40 rescue | VHR inh abs
Cc1cc(NC(=O)c2cc(C)on2)n(-c2ccccc2)n1 | -2 | -4 | -0.2 | 7 | -0.4 | 0 | . | 2 | -1.3 | 18
CC(O)(c1cccnc1)c1nc(-c2ccc(S(C)(=O)=O)cc2)cs1 (stereo unspecified) | . | . | -0.4 | -4 | -1.1 | -6 | 1.0 | -4 | . | .
Cc1cc(C)c(C#N)c(SCc2ccc(F)cc2)n1 | 4 | -17 | i | 2 | -0.1 | -2 | 0.8 | 13 | -0.1 | 17
C[C@@H]1CN([C@@H](C)CO)C(=O)CCCn2nncc2CO[C@H]1CN(C)Cc1ccc2cccnc2c1 | . | . | -0.2 | 10 | -0.3 | -2 | 1.6&-1.3&-0.5 | -9 | . | .
COC(=O)CCNc1n[nH]c(=O)[nH]c1=O | 1 | -12 | -0.5 | 4 | -0.3 | 0 | 0.8 | 8 | -0.8 | 24
CCOc1ccccc1NC(=O)C1CCN(S(=O)(=O)c2c(C)noc2C)CC1 | -2 | -22 | . | -5 | 0.4 | 2 | . | -2 | -0.4 | 27

This is a subset (hit frequency here may not be typical).
